Screening results from PubChem.
B2AR arrestin = recruits beta-arrestin to the human beta2-adrenergic receptor; Potency, µM (series often up to 46.1 µM), inactives show top-dose activation, hits mostly activators; beta-arrestin recruitment to beta2AR, cell-based reporter; P07550; 0.02% of 330,000 active; AID 492947;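 note: potency is the fitted concentration of half-maximal effect; 0% = DMSO controls and full agonism = EC100 isoproterenol or metaproterenol; nearly all actives have a fitted effect of over 65% in size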
Target sequence (P07550 whole entry, looked up): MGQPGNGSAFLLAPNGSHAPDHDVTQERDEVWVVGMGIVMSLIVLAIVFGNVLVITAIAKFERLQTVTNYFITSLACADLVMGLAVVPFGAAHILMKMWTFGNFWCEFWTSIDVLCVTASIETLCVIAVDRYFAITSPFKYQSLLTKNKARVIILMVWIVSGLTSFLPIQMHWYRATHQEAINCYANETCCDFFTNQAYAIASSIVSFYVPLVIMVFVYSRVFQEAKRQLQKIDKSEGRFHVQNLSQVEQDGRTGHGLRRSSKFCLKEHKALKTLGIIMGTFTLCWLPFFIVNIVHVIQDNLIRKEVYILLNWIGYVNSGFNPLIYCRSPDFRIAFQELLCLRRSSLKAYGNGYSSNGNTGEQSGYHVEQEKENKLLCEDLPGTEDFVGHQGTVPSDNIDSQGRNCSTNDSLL
uPA generation = inhibitors of cell surface uPA generation; cell surface uPA generation assay, qHTS; Potency, µM (titrated, usually from 38.3 µM), for the others: at the highest dose activity change, negative = inhibition, most hits filed as inhibitors; 0.31% of 330,000 active; AID 540303; active = well fitted inhibition curve with a large enough effect; inconclusive = small, poorly fitted or top-dose-only effect; inactive = no such curve, though single readings can be large or run the other way; tested in mouse RAW 264.7 cells; note: potency is the fitted concentration of half-maximal effect; % is set by controls: 0 for no effect and ±100 for the full control effect; nearly all actives have a fitted effect of over 55% in size
BCR signal inh = inhibitors of chronic active B-cell receptor signaling; 0.05% of 340,000 active; Potency, µM (titrated, usually from 46.1 µM), for inactives: at the top dose ratio change, negative = lower green/red ratio, usual class: inhibitors; AID 493014; ABC-DLBCL IkBa-CBG/CBR reporter, luminescence ratio, 4 h; active = well fitted inhibition curve with a large enough effect in the signal ratio, with a control signal flat, not every such curve was filed as active; inconclusive = small, poorly fitted or top-dose-only effect, or effect the other way, or a change in a side signal; the % refers to the signal ratio;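 note: potency is the fitted concentration of half-maximal effect; plate controls were basal doxycycline-induced cells for no effect and cells given 10 µM MG132 for full effect; MG132 reads +100%, hits lower the ratio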
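Compounds up to 46 uM were incubated four hours with TMD8 cells whose green CBG68 luciferase is fused to IkappaBalpha; red CBR luminescence normalised the signal, and concentration-effect curves were fitted to fusion, red and ratio data.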
Mito fusion act = inhibitors of mitochondrial division or activators of mitochondrial fusion. S. cerevisiae fusion-defective mutant growth rescue, CellTiterGlo 48 h. Potency, µM (top dose mostly 46.1 µM), for inactives: top-dose growth rescue (activation), actives largely listed as activators. 0.23% of 320,000 active. AID 485298;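 note: potency is the fitted concentration of half-maximal effect; % of control where 0% means no effect; nearly all actives have a fitted effect of over 45% in size; temperature-sensitive fusion mutants such as fzo1-1 at 37 °C on non-fermentable ethanol glycerol medium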
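Read-out: ATP-based luminescence (CellTiterGlo, 10 min ambient) reporting growth of fusion-defective ts yeast after 48 hours at 37C on glycerol/ethanol YPEG medium in the presence of compound.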
Eya2 phos inh = blocks the phosphatase activity of human Eya2; O00167; recombinant Eya2, OMFP fluorescence dephosphorylation (OMFP is methylfluorescein phosphate); Potency, µM (series often up to 76.9 µM), for the others: at the top dose activity, negative = inhibition, most hits filed as inhibitors; 0.006% of 330,000 active; note: potency is the fitted concentration of half-maximal effect; % is set by controls: 0 for no effect and ±100 for the full control effect
Target sequence (O00167 whole entry, looked up): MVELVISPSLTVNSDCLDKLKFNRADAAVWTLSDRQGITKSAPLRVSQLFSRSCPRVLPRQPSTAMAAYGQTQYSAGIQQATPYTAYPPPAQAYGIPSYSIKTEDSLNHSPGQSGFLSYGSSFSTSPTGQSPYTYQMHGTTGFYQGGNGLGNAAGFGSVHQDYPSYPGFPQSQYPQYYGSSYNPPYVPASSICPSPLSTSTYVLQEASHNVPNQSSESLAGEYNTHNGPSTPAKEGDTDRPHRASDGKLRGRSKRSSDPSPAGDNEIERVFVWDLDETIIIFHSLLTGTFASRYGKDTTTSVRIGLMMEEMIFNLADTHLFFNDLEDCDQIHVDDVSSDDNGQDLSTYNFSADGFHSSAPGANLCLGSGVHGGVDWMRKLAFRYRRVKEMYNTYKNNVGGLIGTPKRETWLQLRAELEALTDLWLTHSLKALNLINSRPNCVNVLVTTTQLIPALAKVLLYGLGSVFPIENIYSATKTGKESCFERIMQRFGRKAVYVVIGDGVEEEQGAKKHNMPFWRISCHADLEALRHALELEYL
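Eya2 (0.2 uM) preincubated 10 min at ambient with compound, then OMFP substrate added at 50 uM; 10 min reaction in 50 mM HEPES pH 7.5, 50 mM NaCl, 5 uM MgCl2, 0.05% BSA, 1 mM DTT. Fluorescence read at Ex 485/Em 525 nm.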
PTAP TSG101 blk = blocks PTAP/TSG101 interaction to inhibit HIV-1 budding; 340,000 tested, under 10 active; Q99816; Potency, µM (top dose mostly 115 µM), for the others: top-dose activity change, negative = inhibition, usual class: inhibitors; Fluorescence polarization, FITC-PTAP peptide / Tsg101 binding; active = well fitted inhibition curve with a large enough effect in the main read-out, with a control signal flat, not every such curve was filed as active; inconclusive = small, poorly fitted or top-dose-only effect, or effect the other way, or a change in a side signal; inactive = no such curve, though single readings can be large or run the other way; note: potency is the fitted concentration of half-maximal effect; % of control where 0% means no effect
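Fluorescence anisotropy tracks displacement of a FITC-tagged PTAP peptide (50 nM) from the Tsg101 binding domain (10 uM), following a 20 min room-temperature incubation at pH 7.5.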
ELG1 repair inh = inhibitors of ELG1-dependent DNA repair in HEK293T cells; Potency, µM (highest dose often 46.1 µM), for the others: at the top dose activity change, negative = inhibition, usual class: inhibitors; 2.3% of 330,000 active; HEK293T ELG1-luciferase reporter, luminescence, 16 h; DNA damage induced by 5-fluorouridine; note: potency is the fitted concentration of half-maximal effect; % is set by controls: 0 for no effect and ±100 for the full control effect; nearly all actives have a fitted effect of over 55% in size
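In this reporter screen, reduction of luminescence relative to DMSO vehicle indicated activity. Compounds and 5-fluorouridine were added together to 2,000 cells per well, incubated for 16 hr at 37 °C, then developed with ONE-Glo.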
TSHR antagonist = human thyrotropin receptor antagonism; AID 504810; TSHR-expressing cells, TSH-stimulated cAMP HTRF, 2 h; stronger effect = lower value; 0.2% of 330,000 active; activity change, negative = inhibition, % at 11.5 µM;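 active = activity change below a set negative limit, meaning inhibition stronger than a set level, cut at about -70% in these data; inconclusive = activity change between two set negative limits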; note: % is set by controls: 0 for no effect and ±100 for the full control effect
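TSHR-expressing cells, 200/well, pre-treated with compound, then stimulated with EC80 TSH (4nM final) for 2 hours at 37 deg C. cAMP measured by competitive HTRF: anti-cAMP cryptate antibody in lysis buffer plus cAMP-d2, read after 30 minutes at room temperature.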
TCR activator = activators of T cell receptors; primary human leukocytes, anti-CD3, IL-2 HTRF, 48 h; Potency, µM (highest dose often 9.22 µM), for the others: top-dose activation of IL-2 secretion, usual class: activators; 330,000 tested, under 10 active; note: % of control where 0% means no effect
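IL-2 release read by HTRF sandwich (Eu cryptate donor, d2 acceptor, 665 nm emission) after 48 hr exposure of primary human leukocytes to compound together with anti-CD3 beads in the absence of co-stimulatory signals.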
Tb PFK block = inhibitors of T. brucei phosphofructokinase. 0.17% of 330,000 active. T. brucei PFK, ADP-Glo luminescence. O15648. Potency, µM (series often up to 57.5 µM), without a hit: at the top dose activity, negative = inhibition, most hits filed as inhibitors;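 note: potency is the fitted concentration of half-maximal effect; 0% = uninhibited 1x PFK enzyme wells and -100% = no-enzyme wells; nearly all actives have a fitted effect of over 60% in size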
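1.25 nM PFK with 0.5 mM F6P and 0.1 mM ATP in 0.1 M TEA pH 8.0, 5 mM MgCl2, incubated 45 min at room temperature; ADP measured by ADP-Glo luminescence; compounds titrated up to 57 uM.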
USP2a inh = blocks human ubiquitin-specific protease USP2a. O75604. USP2 core, Ub-CHOP2 coupled fluorogenic reporter, 485/531. Potency, µM (doses to about 38.3 µM), for inactives: at the highest dose activity change, negative = inhibition, hits mostly inhibitors. 0.01% of 330,000 active. AID 463254;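 note: potency is the fitted concentration of half-maximal effect; plate controls were DMSO wells for no effect and full inhibition by NEM control for full effect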
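Deubiquitinase activity read as fluorescence (485/531 nm) after Ub-CHOP2 cleavage activates the enterokinase reporter on its substrate; USP2 core 10nM, Ub-CHOP2 and substrate 25nM each, 30min compound preincubation then 60min RT; data normalized to NEM, curves fitted.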
The depositor's hits bear a star; ? = inconclusive; nt = not tested or not shown; [ ] = remark or other dose. Unless noted, calls come from the whole dose curve; as a rule, active = well fitted curve in the direction sought with a large enough effect; inconclusive = small, poorly fitted or top-dose-only effect, or another doubt; inactive = no such curve, though single readings can be large; an effect the other way counts as inactive or inconclusive.

SMILES	B2AR arrestin	uPA generation	BCR signal inh	Mito fusion act	Eya2 phos inh	PTAP TSG101 blk	ELG1 repair inh	TSHR antagonist	TCR activator	Tb PFK block	USP2a inh
CSc1ccc(S(=O)(=O)NCC(=O)OCC(=O)N2CCC(C)CC2)cc1[N+](=O)[O-]	-0.8%	-11%	?	-2%	10%	-3%	14%	-13	1%	21%	1%
CCOc1ccc(C(=O)N/N=C/c2c(C)[nH]c(=O)[nH]c2=O)cc1	-0.6%	nt	?	1%	-1%	nt	0%	-6	nt	3%	0%
O=c1c2nncn2c2cccnc2n1CCNc1ncc(C(F)(F)F)cc1Cl	-0.1%	3%	-1%	-3%	?	-5%	-5%	?	4%	3%	0%
CCCOc1ccc(C(=O)NNC(=S)NC(=O)c2cccs2)cc1	0.0%	7%	?	-11%	5%	-1%	?	?	-1%	1%	-1%
CCOc1ccc(-c2nnc(-c3ccccc3)n2-c2ccccc2)cc1	-0.1%	4%	?	1%	-22%	-2%	?	-1	-13%	-10%	3%
Cc1ccc(S(=O)(=O)N2CCN(S(=O)(=O)c3ccc4c(c3)OCCO4)CC2)cc1	-0.2%	7%	1%	0%	16%	-5%	12%	4	-15%	-3%	2%
O=C(NCc1ccccc1)NC1(C(=O)Nc2ccc3c(c2)OCCO3)CCCCC1	-0.6%	2%	?	6%	-7%	-2%	?	40	-2%	1%	5%
O=C(NCc1ccccc1)C(c1cccnc1)N(C(=O)c1ccccn1)c1ccc(F)cc1 (configuration not stated)	0.1%	0%	-6%	-6%	9%	-2%	-4%	8	-4%	8%	-1%
Cc1ccc(NC(=O)C2CCCN(C(=O)c3ccc(Cl)cc3)C2)cc1S(=O)(=O)N1CCOCC1 (configuration not stated)	0.0%	-5%	?	5%	-1%	-2%	?	-2	0%	-5%	2%
C=Cc1ccc(Cn2nc(-c3ccccc3)ccc2=O)cc1	2.9%	1%	-20%	18%	-16%	-5%	-32%	-3	-5%	-7%	-7%
CCOC(=O)C1=C(C)N(C)C(=O)NC1c1c(O)ccc2ccccc12 (configuration not stated)	0.2%	-5%	-1%	-4%	?	1%	2%	8	2%	2%	0%
CC1CCN(C(=O)c2cccc(NC(=O)c3cccs3)c2)CC1	-0.7%	0%	?	0%	2%	-1%	?	4	3%	0%	-2%
NC(N)=NC(N)=Nc1ccc(SC(F)(F)F)cc1	-1.0%	-4%	?	-29%	5%	-2%	-18%	0	-1%[46.1 µM]	-12%	2%
CCOc1ccccc1NC(=O)c1cccc2c1C(=O)N(CCOC)C2	-1.0%	12%	4%	3%	-7%	-8%	-9%	18	6%	-1%	-2%
CCOC(=O)C1CCN(C(=O)CCNS(=O)(=O)c2cc(Br)cnc2N)CC1	0.2%	6%	-12%	-2%	5%	1%	0%	7	6%	-2%	2%
CCCc1cc(=O)oc2cc(OCC(=O)N3CCOCC3)c(Cl)cc12	0.0%	0%	-2%	8%	15%	0%	?	-1	3%	2%	0%
Cc1ccc(S(=O)(=O)Cc2ccc(C(=O)OCc3ccccc3)cc2)cc1	-0.2%	-2%	?	-5%	7%	-5%	-16%	-7	2%	-1%	-1%
O=C(NC1=NCCS1)c1ccc2c(c1)C(=O)N(Cc1ccco1)C2=O	-1.0%	nt	?	-5%	-1%	-2%	4%	nt	5%	0%	0%
COC(=O)c1ccc(N/N=C/c2cc([N+](=O)[O-])cc(OC)c2O)cc1	-0.8%	4%	?	2%	-5%	-1%	?	-9	-3%	-3%	1%
Cc1ccc(C(=O)N/C(=C\c2cn(-c3ccccc3)nc2-c2ccccc2)C(=O)N2CCOCC2)cc1	0.2%	4%	7%	-2%	-1%	-2%	-5%	6	-7%	0%	0%

Complete entries as entered above.
CCCOc1ccc(C(=O)NNC(=S)NC(=O)c2cccs2)cc1 as listed: B2AR arrestin = 0.0%; uPA generation = 7%; BCR signal inh = ?; Mito fusion act = -11%; Eya2 phos inh = 5%; PTAP TSG101 blk = -1%; ELG1 repair inh = ?; TSHR antagonist = ?; TCR activator = -1%; Tb PFK block = 1%; USP2a inh = -1%
CCCc1cc(=O)oc2cc(OCC(=O)N3CCOCC3)c(Cl)cc12 as listed: B2AR arrestin = 0.0%; uPA generation = 0%; BCR signal inh = -2%; Mito fusion act = 8%; Eya2 phos inh = 15%; PTAP TSG101 blk = 0%; ELG1 repair inh = ?; TSHR antagonist = -1; TCR activator = 3%; Tb PFK block = 2%; USP2a inh = 0%

Other records.
SMILES	B2AR arrestin	uPA generation	BCR signal inh	Mito fusion act	Eya2 phos inh	PTAP TSG101 blk	ELG1 repair inh	TSHR antagonist	TCR activator	Tb PFK block	USP2a inh
CN(C)c1cccc(C(=O)NN2C(=O)NC3(CCCCC3)C2=O)c1	-0.2%	10%	-2%	-3%	-1%	1%	?	29	-5%	-3%	-2%
O=C(c1ccccc1Cl)N1CCN(C(=O)C2CCCO2)CC1 (configuration not stated)	-0.4%	0%	2%	1%	?	-4%	15%	3	-2%	-1%	-1%
CC(C)CC(OC(=O)c1cccs1)C(=O)NCC1CCCO1 (configuration not stated)	0.1%	-2%	2%	-3%	-1%	0%	7%	22	nt	-2%	3%
CCN(CC)CCn1c(=N)n(CCO)c2ccccc21	0.0%	-2%	3%	-5%	-10%	-1%	2%	31	-1%	0%	1%
CCN(CC)CCCNC(=O)Cn1nc([N+](=O)[O-])c(Cl)c1C	-0.3%	9%	-8%	-8%	-2%	-6%	nt	4	-4%	-6%	1%
CCOC(=O)c1c(C)[nH]c(C(C)=NNC(=O)c2cccs2)c1C	0.7%	-4%	?	nt	8%	-2%	?	14	0%	0%	2%
CC(=O)NN1C(=O)/C(=C\c2ccc(Br)o2)SC1=S	7.8%	-11%	?	25%	11%	-1%	?	0	0%[46.1 µM]	18%	10%
Nc1ccc(-c2nc3ccc(N)cc3o2)cc1	0.1%	7.9µM*	?	3%	11%	1%	?	-9	-5%	-3%	-1%
CS(=O)(=O)c1ccc(NCC2CCCO2)c([N+](=O)[O-])c1 (configuration not stated)	0.2%	1%	0%	-6%	-1%	-2%	5%	0	2%	-1%	-2%
S=c1[nH]c(-c2ccc(Cl)cc2)cs1	-0.8%	5%	?	-4%	21%	-7%	?	-11	6%	-8%	-3%
CC(C)COC(=O)C1C2C=CC3(CN(C4CCCC4)C(=O)C13)O2 (configuration not stated)	-0.3%	8%	7%	-3%	8%	0%	14%	-1	-2%	-7%	1%
CC(C)CN1CCN(Cc2cnc(N3CCOCC3)s2)CC1CCO (configuration not stated)	0.1%	-2%	-21%	-3%	-2%	-5%	9%	-3	-2%	5%	4%
CCN1CCCC1CNC(=O)c1cc2c(OC)c(OC)c(OC)cc2[nH]1 (configuration not stated)	0.4%	3%	-14%	-3%	-2%	-4%	?	5	5%	7%	-2%

Random excerpt: 7 entries already listed
SMILES	B2AR arrestin	uPA generation	BCR signal inh	Mito fusion act	Eya2 phos inh	PTAP TSG101 blk	ELG1 repair inh	TSHR antagonist	TCR activator	Tb PFK block	USP2a inh
CC(C)CC(OC(=O)c1cccs1)C(=O)NCC1CCCO1 (configuration not stated)	0.1%	-2%	2%	-3%	-1%	0%	7%	22	nt	-2%	3%
CS(=O)(=O)c1ccc(NCC2CCCO2)c([N+](=O)[O-])c1 (configuration not stated)	0.2%	1%	0%	-6%	-1%	-2%	5%	0	2%	-1%	-2%
CN(C)c1cccc(C(=O)NN2C(=O)NC3(CCCCC3)C2=O)c1	-0.2%	10%	-2%	-3%	-1%	1%	?	29	-5%	-3%	-2%
O=C(c1ccccc1Cl)N1CCN(C(=O)C2CCCO2)CC1 (configuration not stated)	-0.4%	0%	2%	1%	?	-4%	15%	3	-2%	-1%	-1%
CCN(CC)CCCNC(=O)Cn1nc([N+](=O)[O-])c(Cl)c1C	-0.3%	9%	-8%	-8%	-2%	-6%	nt	4	-4%	-6%	1%
CCN1CCCC1CNC(=O)c1cc2c(OC)c(OC)c(OC)cc2[nH]1 (configuration not stated)	0.4%	3%	-14%	-3%	-2%	-4%	?	5	5%	7%	-2%
CC(=O)NN1C(=O)/C(=C\c2ccc(Br)o2)SC1=S	7.8%	-11%	?	25%	11%	-1%	?	0	0%[46.1 µM]	18%	10%
